Compound activity: PubChem BioAssay, The Scripps Research Institute Molecular Screening Center
GalR3 antag = GalR3 antagonists in HEK293 cells, primary screen, cell-based, fluorescence readout | HEK293 GalR3-CNG cAMP membrane potential fluorescence; galR3 body fused to GalR1 C-terminus | Galanin receptor type 3 (Homo sapiens), O60755 | hit rate 0.44% among 360,000 | inhibition, % at 3 µM;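 active = inhibition above the screen-wide average plus 3 SD, cut at about 13% in these data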;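 note: forskolin and galanin both at EC90 stimulate the cells; cAMP rise reported by CNG channel membrane potential dye signal; 0% = forskolin plus galanin with DMSO and 100% = forskolin alone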
Target sequence (O60755 1-299 limits assumed): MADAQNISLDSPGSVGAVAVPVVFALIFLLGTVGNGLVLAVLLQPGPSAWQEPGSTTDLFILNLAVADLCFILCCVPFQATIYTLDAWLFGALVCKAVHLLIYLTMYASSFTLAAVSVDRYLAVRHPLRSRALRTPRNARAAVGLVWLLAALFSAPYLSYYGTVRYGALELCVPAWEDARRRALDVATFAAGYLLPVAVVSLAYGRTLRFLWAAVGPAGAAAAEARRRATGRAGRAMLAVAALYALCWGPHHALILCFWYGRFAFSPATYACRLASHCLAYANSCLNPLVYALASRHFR
* marks the source's active call; other numbers are inactive results. Some of the compounds tested, so the mix of outcomes need not match the whole.

| GalR3 antag | Molecule |
| --- | --- |
| -5 | CCNC(=O)C1CCCN(C(=O)c2ccc3c(c2)OCO3)CC1 (centres undefined) |
| -6 | CC(=O)Nc1cnc(-c2cc(C)c(O)c(C)c2)cn1 |
| -8 | CC1=C(C(=O)N2CCCCCC2)CC(CC(=O)NC2CCCCC2)C(=O)N1Cc1ccc(C(C)(C)C)cc1 (centres undefined) |
| -8 | NC(COCc1ccccc1)c1csc(Nc2ccc(C(=O)c3ccccc3)cc2)n1 (centres undefined) |
| -4 | COC(=O)[C@]12CCCCC=C1N(Cc1ccc3c(c1)OCO3)C(=O)[C@H](CC(=O)NCCCN1CCCC1=O)C2 |
| -8 | CCOC(=O)C1(C)CCN1C(=O)c1ccc(Cl)nc1 (centres undefined) |
| -4 | COc1cc(CCN(C(=O)c2cc3ccccc3[nH]2)C(c2ccccn2)c2nc3ccccc3[nH]2)cc(OC)c1 (centres undefined) |
| -4 | CN1CCCC(C)(C(=O)Nc2cccc(Oc3ccccc3)c2)C1 (centres undefined) |
| -4 | CCNC(=O)C1CCCN(C(=O)c2ccc(C#N)cc2)CC1 (centres undefined) |
| -9 | CCOC(=O)C1=CCN(S(=O)(=O)c2ccccc2Br)C1c1cccc(F)c1 (centres undefined) |
| -7 | Cn1cc(CCOCc2ccccn2)c2ccccc21 |
| -6 | CC(C)(C)S(=O)(=O)N1C[C@@H]2C(=C(CCO)C[C@@H]3C(=O)N(c4ccccc4)C(=O)[C@@H]32)[C@H]1CCO |
| -4 | CN(C)c1cccc(NC(=O)C2Cc3c(-c4ccccc4Oc4ccccc4)ccnc3O2)c1 (centres undefined) |
| -2 | COC(=O)C1=C(C)N(Cc2cccc(C(F)(F)F)c2)C(=NCC2CC2)NC1c1cccc(C(F)(F)F)c1 (centres undefined) |
| -6 | O=C(O)CCC(=O)c1ccc(C2CCCCCC2)cc1 |
| -4 | COc1ccc(-c2cc(NC=O)c3ncc(-c4cccc(C(F)(F)F)c4)n3c2)cc1OC |
| -4 | C=CCC(NC(=O)N(C)C)(C(C)=O)C(=O)OC (centres undefined) |
| -6 | CCCc1ccc(C(O)c2ncc(-c3cccc(OC)c3)[nH]2)cc1 (centres undefined) |
| 4 | COc1cc(C(O)c2nc(/C=C/c3ccccc3)cs2)ccc1F (centres undefined) |
| 49* | CN(C)c1ccc(CC(=O)N2CCCC(c3cc(C(=O)Nc4ccc(C(C)(C)C)cc4)no3)C2)cc1 (centres undefined) |
| -5 | COC(=O)[C@]12CCCCC=C1N(Cc1cccc3ccccc13)C(=O)[C@H](CC(=O)N1CCCCC1)C2 |
| -7 | Cc1cccc(-c2cnc(C(O)Cc3ccccc3)[nH]2)c1 (centres undefined) |
| -8 | CC(C)Nc1nc(NCc2ccccc2)c2sccc2n1 |
| -5 | COc1ccc(Cc2c(-c3cccc(Cl)c3)nc3c(C)cc(Br)cn23)c(C)c1 |
| 2 | COc1cccc(C(=O)N2CCC[C@@H]2C(=O)N2CCC[C@H]2C(=O)NCc2ccncc2)c1 |
| -3 | Cc1cccc(N2CCN(C(C(=O)NCc3ccccc3)c3ccc(C(F)(F)F)cc3)CC2)c1C (centres undefined) |
| -6 | COc1ccc(S(=O)(=O)N2CCC3CC2c2c(-c4ccc(C(F)(F)F)cc4)cccc23)cc1 (centres undefined) |
| -8 | CCOC(=O)C1=CCN(S(=O)(=O)c2ccc(F)cc2)C1c1cccc(C)c1 (centres undefined) |
| -8 | COC(=O)[C@]12CCCCC=C1N(Cc1ccc(Cl)cc1Cl)C(=O)[C@H](CC(=O)NCCCCc1ccccc1)C2 |
| -6 | COC(=O)[C@@]1(Cc2ccc(F)cc2)[C@H]2c3cc(C(=O)N4CCCC4)n(CCc4c[nH]c5ccccc45)c3C[C@H]2CN1C(=O)c1ccccc1 |

Exported as comma-separated lines: entries from further up
canonical_smiles,GalR3 antag
COc1cc(CCN(C(=O)c2cc3ccccc3[nH]2)C(c2ccccn2)c2nc3ccccc3[nH]2)cc(OC)c1 (centres undefined),-4
CN(C)c1ccc(CC(=O)N2CCCC(c3cc(C(=O)Nc4ccc(C(C)(C)C)cc4)no3)C2)cc1 (centres undefined),49*

Additional structures follow:
| GalR3 antag | Molecule |
| --- | --- |
| -1 | COCOc1cccc(CN2CCC2(C)C(=O)Nc2ccc(C)c(O)c2)c1 (centres undefined) |
| -8 | O=C(Cc1cn(Cc2ccccc2)c2ccccc12)Nc1ccc(Oc2cccnc2)cc1 |
| -8 | COc1cc(OC)cc(-c2c(Sc3ccccc3)c3cc(-c4ccc5c(c4)OCCO5)ccc3n2C)c1 |
| -7 | COc1ccc(C=C(C(=O)c2ccccc2)c2ccccc2)cc1 |
| -1 | Cc1csc(-c2cc(C(=O)NCc3ccc(F)cc3)n[nH]2)c1 |
| 2 | CC(=O)Nc1cc(-c2ccc(C(=O)N3CCOCC3)cc2)cn2c(-c3cccc(C(C)=O)c3)cnc12 |
| -6 | OC(c1cccc(CN2CCCCC2)c1)c1ncc(-c2cccc3ccccc23)[nH]1 (centres undefined) |
| -5 | COc1cc(Cn2c3ccc(NC(=O)CCc4cccnc4)cc3c(=O)n2C)ccc1F |
| -6 | COC(=O)C1=C(C)N(Cc2ccccc2C(F)(F)F)C(=NCc2ccc(C(F)(F)F)cc2)NC1CCc1ccccc1 (centres undefined) |
| -6 | COc1ccc(-c2cc3c(c4c2ccn4C)C2CCC3C2)cn1 (centres undefined) |
| 10 | CC(C)NC(=O)c1cccc2c(-c3ccc(F)c(F)c3)coc12 |
| 1 | CC1(C(=O)Nc2cccc3c2CCCC3)CCN1C(=O)CCC1CCCC1 (centres undefined) |
| -10 | COC(=O)[C@]12CCCCC=C1N(CCC1=CCCCC1)C(=O)[C@H](CC(=O)NCc1ccc(C)o1)C2 |
| 2 | Clc1cccc(Cc2c(-c3ccco3)nc3ccc(Cl)cn23)c1 |
| -3 | CC(C)(C)OC(=O)N1CCC(NC(=O)c2[nH]c(C(F)(F)F)nc2-c2ccccc2)CC1 |
| -8 | COc1ccc(NC(=O)C(C2CC2)n2c(=O)c(-c3cc4ccccc4[nH]3)nc3ccccc32)cc1 (centres undefined) |
| -4 | CC(C)C[C@H]1CN([C@@H](Cc2ccc(O)cc2)CN2CCC[C@@H]2CN2C(=S)NC[C@@H]2Cc2ccccc2)C(=S)N1CC1CCCCC1 |
| -1 | O=S1(=O)CC(N2CCSCC2)CN1Cc1cn(Cc2cccc(C(F)(F)F)c2)nn1 (centres undefined) |
| 1 | CC1CCCCN1S(=O)(=O)c1cc2c(=O)nc3ccccn3c2cc1Cl (centres undefined) |
| -6 | COc1cccc(Cn2cnc(-c3ccccc3OC)c2-c2cccs2)c1 |
| -6 | CCN(CC)C(=O)c1csc([C@@H]2O[C@H](CO)[C@H](O)[C@H](O)[C@H]2O)n1 |
| -6 | O=C(Nc1ccc(Cl)cc1)C1Cc2c(-c3ccccc3)ccnc2O1 (centres undefined) |
| -1 | O=C1NC(c2cccc(C(F)(F)F)c2)c2c(-c3ccccc3)n[nH]c21 (centres undefined) |
| -3 | COc1ccc(-c2ccc(N3C(c4ccsc4)=Cc4ccc(F)cc4C3c3c[nH]c4ccccc34)cc2)cc1 (centres undefined) |
| -5 | COc1ccc(C(=O)N2CCCCC2c2cc(C(=O)Nc3ccc(OC)cc3C)no2)cc1 (centres undefined) |
| -5 | Cn1c(-c2ccccc2)c(Sc2ccccc2)c2cc(-c3ccc4[nH]ccc4c3)ccc21 |
| -7 | CONC(=O)c1ccc(-c2cccc3nccn23)cc1 |
| -5 | Clc1cccc(CNc2ccn3nc(-c4cccs4)cc3n2)c1 |
| -6 | OC[C@@H]1CN(Cc2cccs2)C[C@H](n2cnc3c(NCc4ccncc4)ncnc32)O1 |
| -6 | COCCNC(=O)C1(C)CCCN(Cc2ccc(-n3ccnc3)cc2)C1 (centres undefined) |

GalR3 antag, what is marked active above.
| GalR3 antag | Molecule |
| --- | --- |
| 49* | CN(C)c1ccc(CC(=O)N2CCCC(c3cc(C(=O)Nc4ccc(C(C)(C)C)cc4)no3)C2)cc1 (centres undefined) |

Further results
| GalR3 antag | Molecule |
| --- | --- |
| -8 | COc1cccc(-c2cnc3c(NC=O)cc(-c4ccccc4Oc4ccccc4)cn23)c1 |
| 4 | CCCCNC(=O)C1(C)CCN1C(=O)c1cccc2c1OCCO2 (centres undefined) |
| -6 | Cn1c(=O)c2c(-c3ccccc3)n(-c3cc(C(=O)O)ccc3O)cc2n(C)c1=O |
| -7 | CCOC(=O)[C@]12CCCC=C1N(Cc1ccco1)C(=O)[C@H](CC(=O)NCCc1ccccc1OC)C2 |
| 0 | CC(C)(C)OC(=O)N1CCC[C@H]1C(=O)NCc1ccc(F)cc1F |
| -8 | CCC(c1nnnn1C(C)(C)C)N1CCN(C/C=C/c2ccccc2)CC1 (centres undefined) |
| -2 | CCS(=O)(=O)N(C)C[C@@H]1OCc2ccccc2-c2c(n(C)c3ccccc23)C(=O)N([C@H](C)CO)C[C@@H]1C |
| 0 | O=C(Nc1ccc2nc([C@H]3C[C@H](O)[C@@H](CO)O3)[nH]c2c1)NC(c1ccccc1)c1ccccc1 |
| 0 | COc1ccccc1C(NC(=O)C1CCN(CCc2ccc(Br)cc2)CC1)c1ccccn1 (centres undefined) |
| -4 | COc1ccccc1NC(=O)Nc1nnc([C@H]2C[C@H](O)[C@@H](CO)O2)s1 |
| -5 | CCCNC(=O)C1(C)CCCN(Cc2ccc(-c3ccccc3)cc2)C1 (centres undefined) |
| -2 | CC1(C(=O)NS(=O)(=O)Cc2ccccc2)CCN1C(=O)Cc1ccccc1 (centres undefined) |
| -6 | COCCNc1nc(NCCOc2ccccc2Cl)c2sc(-c3ccccc3)cc2n1 |
| -4 | CCCNC(=O)C1(C)CCCN(C(=O)C(c2ccccc2)c2ccccc2)C1 (centres undefined) |
| -6 | COCCNC(=O)c1c(N)[nH]c(C(=O)c2ccc(Br)cc2)c1-c1ccc(Br)cc1 |
| 1 | CN(Cc1ccc2c(c1)CCCN2C)C(=O)[C@H]1O[C@@H](n2ccc(=O)[nH]c2=O)[C@H](O)[C@@H]1O |
| -6 | COc1cc(CNC(=O)Nc2cccn3nc(COCCO)nc23)cc(OC)c1OC |
| -4 | COCCNC(=O)C1CCCN(C(=O)COc2ccc(Cl)cc2Cl)CC1 (centres undefined) |
| 1 | Nc1sc(-c2ccccc2)cc1C(=O)NCCN1CCOCC1 |
| -4 | O=C(NCc1ccccc1)C1c2ccccc2OCC(=O)N1CCc1ccccc1 (centres undefined) |
| 2 | O=C(O)c1cc2c(ncc3c(=O)n(-c4ccccc4)[nH]c32)s1 |
| -8 | CCCOc1ccc(F)cc1-c1cc(C(=O)NCc2ccco2)[nH]n1 |
| -8 | Cc1cc(C)cc(CC(=O)N2CCC2(C)C(=O)NS(=O)(=O)c2ccc(C(C)(C)C)cc2)c1 (centres undefined) |
| -6 | O=S1(=O)CC(N2CCN(CCO)CC2)CN1Cc1cn(Cc2ccccc2C(F)(F)F)nn1 (centres undefined) |
| -4 | CC(=O)OC[C@@H]1CN(Cc2ccccc2)C[C@H](n2cnc3c(N4CCN(c5ccccc5)CC4)ncnc32)O1 |
| -7 | COc1ccc(OCCN2CCC(C(=O)NC(C)c3cccc4ccccc34)CC2)cc1 (centres undefined) |
| -7 | CCOC(=O)[C@]12CCC=C1N(Cc1ccccc1)C(=O)[C@H](CC(=O)NCCCCc1ccccc1)C2 |
| -4 | CCc1nc2c(OCC(=O)C(C)(C)C)cccn2c1N(C)C(=O)c1cccs1 |
| -4 | CN(C(=O)C1Cc2c(-c3ccc(Cl)cc3)ccnc2O1)c1ccccc1 (centres undefined) |
| -8 | CCc1nc2ccc(C(=O)N3CCN(C(C)=O)CC3)cn2c1N(C)C(=O)c1cccc(OC)c1 |
| -4 | COc1ccc(C2=Nc3ccccc3NC(=O)C2N(Cc2ccc(F)cc2)C(=O)c2ccco2)cc1 (centres undefined) |

Ordered by the number under GalR3 antag (descending): some entries from above.
| GalR3 antag | Molecule |
| --- | --- |
| -2 | CCS(=O)(=O)N(C)C[C@@H]1OCc2ccccc2-c2c(n(C)c3ccccc23)C(=O)N([C@H](C)CO)C[C@@H]1C |
| -4 | COc1ccccc1NC(=O)Nc1nnc([C@H]2C[C@H](O)[C@@H](CO)O2)s1 |
| -6 | COc1cc(CNC(=O)Nc2cccn3nc(COCCO)nc23)cc(OC)c1OC |
| -8 | Cc1cc(C)cc(CC(=O)N2CCC2(C)C(=O)NS(=O)(=O)c2ccc(C(C)(C)C)cc2)c1 (centres undefined) |

2 entries picked at random from the list so far, as already listed:
| GalR3 antag | Molecule |
| --- | --- |
| 4 | CCCCNC(=O)C1(C)CCN1C(=O)c1cccc2c1OCCO2 (centres undefined) |
| -4 | CCc1nc2c(OCC(=O)C(C)(C)C)cccn2c1N(C)C(=O)c1cccs1 |
